Screening data (PubChem BioAssay)
Statin myotox sup: suppressors of statin myotoxicity in C2C12 myotubes, primary screen, cell-based, single point, plate reader | 330,000 tested, 0.78% active | C2C12 myotubes + simvastatin, ATP luminescence, 48 h; scaled: DMSO 0, geranylgeraniol control 100 | rescue of ATP level, % at 7.49 µM;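 active = mean ATP rescue above about 67%, or every replicate alone reaching that limit, limit read from the data, passing the limit was not always enough; inconclusive = no clear call, values can overlap the other calls; inactive = mean under the limit and some replicate under it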;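 also: myotubes were challenged with 10 µM simvastatin during compound exposure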
esBAF inh: Bmi1 luciferase reporter increase in mESCs, primary screen, esBAF inhibitor project, mouse ES cells, Bmi1 luciferase knock-in, single point; 24 h; 100% = twice the neutral-well signal; 350,000 tested, 2% active; reporter increase, % at 12.5 µM; in the data active = activation above about 40%; inconclusive = no clear call, values can overlap the other calls;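 also: 0% = median of the plate's neutral control wells and 100% = double that signal; a rise in the Bmi1 reporter signal indicates esBAF inhibition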
* = called active by the depositor; ? = inconclusive. Not all compounds are listed; rates above refer to the full screens.

SMILES | Statin myotox sup | esBAF inh
COc1ccc(C(=O)Nc2cc(Cl)ccc2OC(=O)c2ccc(OC)cc2)cc1 | 10 | 69*
CC(=O)N1CC2(C)CN(C(C)=O)CC(C)(C1)C2O (centres undefined) | 15 | -1
O=C(CCn1cnc2ccccc2c1=O)Nc1ccc(S(=O)(=O)N2CCCCC2)cc1 | 8 | 2
CN1CCN(C2=CC(=O)OC23CCCCC3)CC1 | -12 | -6
O=C(NCCCN1CCN(c2ccccc2F)CC1)C1CCC(=O)N1C1CCCC1 (centres undefined) | -5 | 0
Cc1ccc(S(=O)(=O)NCC(=O)N(CC(=O)NCC2CCCO2)Cc2ccccc2)cc1 (centres undefined) | 3 | -6
CC(=O)Nc1cc2c(cc1C(=O)c1ccc(C)cc1)OCCO2 | 12 | -16
O=C1c2ccccc2NC2(CCCC2)N1O | 4 | -3
Cc1cc(C)cc(NC(=O)N2CCC(NC(=O)c3ccccc3C)CC2)c1 | -8 | -8
Cc1n[nH]c(C)c1S(=O)(=O)N1CCCCCC1 | -8 | -5
CCOc1ccc(NC(=O)c2ccccc2CO)cc1 | -6 | ?
COc1ccc(S(=O)(=O)Nc2ccc(O)c(Sc3ncn[nH]3)c2)cc1 | 8 | 2
CC1CC(=O)N(CC(=O)NCc2ccco2)c2ccccc2S1 (centres undefined) | 6 | -5
CCOC(=O)C1(CCC(C)C)CC(CSc2nc3ccccc3[nH]2)OC1=O (centres undefined) | 3 | -2
COC(=O)c1noc(-c2ccc(OC)cc2)n1 | -6 | -2
CC(OC(=O)c1cc2sccc2n1C)C(=O)NCc1ccc(F)cc1 (centres undefined) | 27 | -1
COC(=O)c1nn(-c2c(C)n(C)n(-c3ccccc3)c2=O)cc1O | -22 | -15
O=C(CN1CCN(c2ccccc2)CC1)Nc1ccc(OCc2ccccc2)cc1 | 14 | 3
CC(=O)c1c(O)cc(C)n(Cc2ccccc2)c1=O | 26 | -7
Cc1ccccc1C(=O)Nc1sc(C)c(C)c1C(=O)c1ccccc1 | 3 | -7
COc1cc(C)nc(N(C)S(=O)(=O)c2ccccc2Cl)n1 | 34 | 13
Cc1ccccc1NC(=O)NCCCN1CCCC1 | 17 | -3
COc1ccc(-c2csc(NCc3ccco3)n2)cc1C | 6 | 66*
Nc1ccc(-n2cnc3cc([N+](=O)[O-])ccc32)cc1 | -22 | 35
NS(=O)(=O)c1ccc(-c2ccc(C=NC3CCS(=O)(=O)C3)o2)cc1 (centres undefined) | 13 | -7
Cc1ccn2c(/C=N/OCc3cccc(F)c3)c(-c3ccc(Cl)cc3)nc2c1 | -8 | -4
N#CCCN(Cc1cccnc1)C(=O)c1ccc(S(=O)(=O)N2CCOCC2)cc1 | 3 | -3
CCCN(CCC)c1nc2c(C)cccn2c(=O)c1/C=C1/SC(=S)N(Cc2ccco2)C1=O | -13 | -6
CCOC(=O)CSC1=C(C#N)C(=O)NC(c2ccc(OC)c(OC)c2)S1 (centres undefined) | -2 | -11
CCCCOc1ccc(Nc2nc(C)cc(C)c2C#N)cc1 | -12 | 0

Some of the entries so far, with values under each structure:
Results follow in this order: Statin myotox sup | esBAF inh
CCCCOc1ccc(Nc2nc(C)cc(C)c2C#N)cc1
→ -12 | 0
CC(=O)c1c(O)cc(C)n(Cc2ccccc2)c1=O
→ 26 | -7
COc1cc(C)nc(N(C)S(=O)(=O)c2ccccc2Cl)n1
→ 34 | 13

(list continues)
SMILES | Statin myotox sup | esBAF inh
COc1ccc(-n2c(N)c(-c3nc4ccccc4n3C)sc2=S)cc1 | 8 | 17
Cc1cc(C)c(C#N)c(SCC(=O)c2cccs2)n1 | -1 | 35
O=C(NCCc1ccccc1)C(=O)N/N=C/c1ccc2c(c1)OCO2 | -1 | 2
CCCC(=O)Nc1cnc(NC(=O)c2cccc(F)c2)cc1C | -43 | -52
Cc1ccc(C)c(N2CCN(S(=O)(=O)c3c(C)noc3/C=C/N(C)C)CC2)c1 | -11 | -2
O=C(COc1ccc2ccccc2c1)Nc1ccc(S(=O)(=O)N2CCCCCC2)cc1 | 0 | 0
CN1CCN(C(=O)c2cnn(-c3ccccc3)c2NC(=O)c2cccs2)CC1 | -5 | 1
CC1Cc2ccccc2N1CC(=O)NC(=O)NCc1ccco1 (centres undefined) | 5 | -6
CN(C)CCCNCCCNC(=O)c1ccccn1 | -2 | -3
COc1cccc(-c2cc(C(=O)O)[nH]n2)c1 | -12 | 6
CC1(C)Cc2c(sc3c2c(=O)n(Cc2ccccc2)c2nncn32)CO1 | -1 | -3
O=C(Nc1ccc(F)cc1)c1ccc(-n2ccnc2)nc1 | 0 | -1
CCC1(CC)C(=O)N(C)C(=O)NC1=NCc1ccccc1 | 15 | -6
CCOC(=O)C(Sc1nnc2c3ccccc3n(CC)c2n1)C(=O)OCC | -3 | -4
CCOc1cc(N2CCOCC2)c(OCC)cc1NC(=O)CN1C(=O)NC(Cc2ccccc2)C1=O (centres undefined) | -13 | 1

Reprinted at random: 6 records from the list.
SMILES | Statin myotox sup | esBAF inh
CN1CCN(C2=CC(=O)OC23CCCCC3)CC1 | -12 | -6
O=C1c2ccccc2NC2(CCCC2)N1O | 4 | -3
COc1ccc(-c2csc(NCc3ccco3)n2)cc1C | 6 | 66*
Cc1n[nH]c(C)c1S(=O)(=O)N1CCCCCC1 | -8 | -5
CC1CC(=O)N(CC(=O)NCc2ccco2)c2ccccc2S1 (centres undefined) | 6 | -5
Cc1cc(C)cc(NC(=O)N2CCC(NC(=O)c3ccccc3C)CC2)c1 | -8 | -8

Other records.
SMILES | Statin myotox sup | esBAF inh
C=C(C)CSc1nc(N)c2c(C)c(C)sc2n1 | -22 | 19
O=C(c1cc2cc([N+](=O)[O-])ccc2oc1=O)N1CCN(c2ncccn2)CC1 | 20 | 2
Cc1ccc(S(=O)(=O)NCC(C)NS(=O)(=O)c2ccc(C)cc2)cc1 (centres undefined) | 5 | -7
Cc1onc(-c2ccccc2Cl)c1C(=O)NCCCN1CCOCC1 | 2 | -6
COc1ccccc1NS(=O)(=O)c1ccc(C(=O)OCC(=O)NCc2ccco2)cc1 | -4 | 5
COC(C)(C)[C@]12CC(O)(c3ccccc3)ON1[C@H]1CCCCC1N2O (some centres undefined) | -8 | -2
CCc1ccc(-c2nc(-c3ccncc3)no2)cc1 | 11 | -32
CC(C)CC(c1nnnn1CC1CCCO1)N1CCN(C2CCCC2)CC1 (centres undefined) | 0 | -8
CCN1CCN(C(=O)c2nn(-c3ccccc3)c(=O)c3ccccc23)CC1 | -8 | -16
C[n+]1cccc(CNC(=O)/C=N/O)c1 | 112* | 2
COc1ccc(NC2CCN(C3CC(=O)N(c4ccc(F)c(Cl)c4)C3=O)CC2)cc1 (centres undefined) | -9 | 3
COCCCN1C(=O)c2ccc(C(=O)NCc3ccco3)cc2C1=O | 18 | 6
CCNc1cc(O)ccc1C | -2 | -4
Cc1cc(C)n(-c2nc3ccccc3c(=O)n2OCC(=O)OCc2ccccc2)n1 | -9 | 48*
CCOc1ccccc1C1C(C#N)=C(N)SC(N)=C1C#N | -22 | 11
COc1ccc(N(C(=O)c2ccco2)S(=O)(=O)c2cccs2)cc1 | 4 | -2
Cc1ccc(-n2nc3cc(C)c(NC(=O)c4cccnc4)cc3n2)cc1 | -1 | 6
CCOC(=O)C(/C(C)=N/NC(=O)c1ccccc1[N+](=O)[O-])C(C)C (centres undefined) | -26 | 1
COc1ccc(NC(=O)C2CCCN(S(=O)(=O)c3cccnc3)C2)cc1 (centres undefined) | 0 | 1
COc1ccc(-c2nnc(SCC(=O)NC(C)c3ccccc3)o2)cc1OC (centres undefined) | 21 | -5
Cc1ccc(C2=[N+]([O-])C3(CCCCC/C3=N\NC(N)=O)N(O)C2(C)C)o1 (centres undefined) | 1 | 2
CCOc1cc(C(=O)NCC2CCCO2)cc(OCC)c1OCC (centres undefined) | -5 | -4
COc1cccc(C(=O)Nc2ccc(NC(=O)c3ccco3)nc2)c1 | -23 | 59*
CCCC(=O)NCc1nc2ccccc2n1C | 6 | -5
O=C(OC1CCOC1=O)c1ccccc1C(=O)c1ccc(Cl)c([N+](=O)[O-])c1 (centres undefined) | 0 | -1
Cc1nc2cc3nc(C)sc3cc2s1 | 11 | 50*
CCOC(=O)C(C)Sc1nc2c(c(=O)[nH]c(=O)n2C)n1CCc1ccccc1 (centres undefined) | -6 | -6
O=C(c1ccc(N2CCNCC2)cc1)c1cccnc1 | 9 | -3
CCN(C(=O)CSc1nnc(Cn2nnc3ccccc32)o1)c1nc(-c2ccccc2)cs1 | 62 | 10
Cc1ccc(NC(=S)NNc2ncc(C(F)(F)F)cc2Cl)c(C)c1 | -2 | -10
COc1ccc2c(c1)OC1=C(C(=O)CCC1)C2C1=C(O)CCCC1=O (centres undefined) | 19 | -13
CCn1c(SCc2nc3cc(OC)c(OC)cc3c(=O)[nH]2)nnc1-c1ccncc1 | 35 | -8
COC(=O)c1cc2sc(Cl)cc2n1CC(=O)N1CCCc2ccccc21 | 18 | -2
Cc1nc(NC2=NCN(CCCN3CCOCC3)CN2)nc2c(C)cccc12 | 6 | -8
CC(=O)N(Cc1cc(=O)[nH]c2ccccc12)c1ccccc1 | 0 | -4
NC(=S)c1cc2ccc(O)cc2oc1=O | 5 | -44
CCN1C(=O)CC(c2ccccc2)N(C2CCCC2)c2nc(Nc3ccc(C(=O)NC4CCN(C)CC4)cc3OC)ncc21 (centres undefined) | -27 | -10
Cc1ccc(C)c(NC(=O)CSc2nnc(-c3ccco3)o2)c1 | -11 | -5
COC(=O)c1cc2sccc2n1CC(=O)Nc1ccc(OC)c(OC)c1OC | -4 | 0
CCn1c(CSc2nc3ccccc3s2)nc2ccccc21 | -3 | 17
CCN(CC)c1ccc(NC(=O)c2cnn(CC)c2)cc1 | -16 | 54*
O=C(CCCCCN1C(=O)CCC1=O)Nc1ccc2c(c1)OCO2 | -2 | 10
Cc1ccc(C)c(OCCn2ccnc2)c1 | 3 | -1
CC(C)c1c(O)nc(SCCN(C)C)[nH]c1=O | 0 | 7
COC(=O)c1nn(-c2ccccc2)c(Sc2ccc(OC)cc2)c1/C=N/O | -2 | -8
COc1cccc(C(C)N(C)Cc2nc(-c3ccoc3)oc2C)c1 (centres undefined) | -4 | 6
COc1cc(/C=C/CNC[C@H]2O[C@@H](n3cnc4c(N)ncnc43)[C@H](O)[C@@H]2O)ccc1O | 5 | 2
CCOc1ccc(-n2c(SCC(=O)Nc3ccccc3C)n[nH]c2=O)cc1 | -3 | -7
CC1CCN(CCCCOc2ccc(F)cc2)CC1 | 4 | -14
c1ccc(N2CCN(c3ncnc4c3oc3ccccc34)CC2)cc1 | 4 | -2
CCS(=O)(=O)N1CCN(c2ccc([N+](=O)[O-])c(NC(C)c3ccccc3)c2)CC1 (centres undefined) | 2 | -6
CCOC(=O)NC(Nc1nnc(SCC)s1)(C(F)(F)F)C(F)(F)F | 10 | -9
CC1Oc2ccccc2OC1C(=O)Nc1ccccn1 (centres undefined) | 42 | -7
Cc1nnc2n(Cc3ccccc3)c(=O)c3c4c(sc3n12)COC(C)(C)C4 | 12 | 7
CS(=O)(=O)N1CCN(C(=O)c2c(F)cccc2F)CC1 | 20 | -7
Cc1ccc2c(c1)cc1c(=O)n(CC(=O)NCCN3CCCC3)nc(C)n12 | -1 | -14
COc1cccc(NC(=O)C2C3C=CC(O3)C2C(=O)NCc2cccnc2)c1 (centres undefined) | 3 | -10
C=CCn1c(SCC(=O)NC23CC4CC(CC(C4)C2)C3)nc(O)cc1=O | 1 | -3
COc1ccc(-c2ncc3ccccn23)cc1 | 99* | 8
COC(=O)c1ccc(C(=O)OC)c(NC(=O)CN2CCN(c3ccccc3OC)CC2)c1 | -3 | 10
More records.
SMILES | Statin myotox sup | esBAF inh
C=COCCn1c(-c2nonc2N)nc2ccccc21 | -18 | -7
Cc1ccc(C)c(N(CC(=O)N(C)C)S(C)(=O)=O)c1 | 3 | -2
COC(=O)CN1C(=O)C2(C(C#N)=C(N)Oc3c2c(C)nn3-c2ccccc2)c2ccccc21 (centres undefined) | 11 | 7
NC(=O)c1ccc(NC(=O)CSC2=Nc3ccccc3C3CC=NN23)cc1 (centres undefined) | -5 | -7
COc1ccc(N2C(=O)C3C4C=CC(C4)C3C2=O)nn1 (centres undefined) | -11 | 1
CCOC(=O)c1ccc(NC(=O)C2C3CCC(C3)C2C(=O)O)cc1 (centres undefined) | 3 | 15
S=C1NCCc2ccccc2C1c1ccccc1 (centres undefined) | -27 | -5
CCc1nn(C)c(-c2n[nH]c(=S)n2N)c1Cl | 58 | -10
N#Cc1ccc(OCc2nnc(SCC(=O)c3ccccc3)n2-c2ccccc2)cc1 | 12 | -1
O=C(c1cc2ncc(Br)cn2n1)N1CCN(C(=O)c2ccco2)CC1 | 12 | -9
COc1ccc(O)c(-c2[nH]ncc2C(=O)c2ccccc2)c1 | 27 | -14
Cc1ccc(Cn2c(C3CCCN3c3nc(C)cs3)nc3cc(C(F)(F)F)ccc32)cc1 (centres undefined) | 10 | -6
COC(=O)c1cc(C#N)c(Oc2ccc(F)cc2)nc1C | -7 | 6

7 structures already listed, arranged by SMILES length, lowest first:
SMILES | Statin myotox sup | esBAF inh
CCc1nn(C)c(-c2n[nH]c(=S)n2N)c1Cl | 58 | -10
COc1ccc(N2C(=O)C3C4C=CC(C4)C3C2=O)nn1 (centres undefined) | -11 | 1
Cc1ccc(C)c(N(CC(=O)N(C)C)S(C)(=O)=O)c1 | 3 | -2
COc1ccc(O)c(-c2[nH]ncc2C(=O)c2ccccc2)c1 | 27 | -14
CCOC(=O)c1ccc(NC(=O)C2C3CCC(C3)C2C(=O)O)cc1 (centres undefined) | 3 | 15
O=C(c1cc2ncc(Br)cn2n1)N1CCN(C(=O)c2ccco2)CC1 | 12 | -9
N#Cc1ccc(OCc2nnc(SCC(=O)c3ccccc3)n2-c2ccccc2)cc1 | 12 | -1
